# Assay outcomes (PubChem)
# RSV CPE inhibition: RSV antiviral activity via CPE protection, HEp-2 cells, primary 10 µM value included (AID 2391); HEp-2 cells, RSV-induced CPE inhibition; higher % means a stronger effect; 310,000 tested, 0.13% active; CPE inhibition, % at 10 µM; hits with a dose series show IC50 in µM; in the data active means a potency from the dose series; inconclusive means CPE inhibition mostly from about 23% at the one dose, without a potency; inactive means the rest, 99 in 100 with CPE inhibition below about 21%; further: strong numbers were not always called active
# SV40 large T antigen: TAg ATPase/helicase activity blockers – biochemical (AID 1903) | SV40 large T antigen ATPase/helicase inhibition assay; higher % means a stronger effect | inhibition, % at 20 µM, or IC50 in µM where a hit was titrated | 310,000 tested, 0.39% active; in the data active means a potency from the dose series; inconclusive means inhibition mostly from about 32% at the one dose, without a potency; inactive means the rest, 99 in 100 with inhibition below about 32%; further: strong numbers were not always called active
# PhoP inhibition: PhoP-dependent GFP reporter repression – Salmonella Typhimurium, primary screen (AID 1863) | S. Typhimurium PhoP-regulated promoter GFP reporter, 4 h; higher % means a stronger effect | inhibition, % at 50 µM, or IC50 in µM where a hit was titrated | 300,000 tested, 0.16% active;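 active means inhibition over 29.93%, a cutoff 3 SD above the screen mean, later confirmed by dose response; inconclusive means inhibition over 29.93% but no dose response follow-up; inactive means inhibition at most 29.93% or unconfirmed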;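 further: 0% = low Mg2+ inducing control and 100% = high Mg2+ repressing control; strong numbers were not always called active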
# T cell modulator: modulates CD8 T cell binding to vesicles; 2C CD8+ T cell-vesicle binding, flow cytometry; active compounds read low; calls only at 7 µM; 330,000 tested, 0.068% active; AID 2052;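 active means response, share of CD8 T cells binding vesicles, and their 90th percentile fluorescence all below set limits, cut at about 80% in these data, passing the limit was not always enough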
#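 Also added: QL9-peptide-loaded Drosophila micro-vesicles bearing Ld, ICAM-1 and B7-1; Test system: purified 2C TCR transgenic mouse naive CD8+ T cells; Measured by: cytometric PE anti-B7-1 and Alexa647 anti-CD8 signals after 1% paraformaldehyde fixation; Timing: binding step 1.5 h, 37 °C, antibody labelling 20 min, ice.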
# bCat nuc transl: modulators of beta-catenin nuclear translocation; HeLa beta-catenin nuclear translocation, immunofluorescence imaging; nuclear translocation activity, % at 5 µM; 190,000 tested, 0.3% active;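 active means nuclear translocation activity above 50% at 5 µM, with a well cell count of 50 or more; inconclusive means wells under 50 cells across six images, flagged as toxic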;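 further: per-cell ratio of nuclear to cytoplasmic median beta-catenin stain intensity; plate controls were DMSO negative control for no effect and GSK-3 inhibitor IX positive control for full effect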
#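 Signal – beta-catenin immunofluorescence imaging with DAPI · Test system – human HeLa cell line · Dosing – 5 µM primary single dose, 0.1% DMSO, 0.02–20 µM confirmation series · Measure – % activation, nuclear-to-cytoplasmic median beta-catenin signal ratio per cell · Incubation – 24 h compound exposure at 37°C, 5% CO2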
# West Nile virus CPE: West Nile virus antiviral activity, cell-based, CPE readout (AID 1621); one-dose CPE inhibition, % at 10 µM; IC50 in µM for titrated hits; West Nile virus-infected cells, CPE inhibition; higher % means a stronger effect; 290,000 tested, 0.02% active; in the data active means a potency from the dose series; inconclusive means CPE inhibition mostly from about 3.7% at the one dose, without a potency; inactive means the rest, 99 in 100 with CPE inhibition below about 2.2%; further: strong numbers were not always called active
# Myeloid diff MLP: promotes myeloid progenitor differentiation. AID 624256. 360,000 tested, 1% active. calls only at 10 µM. ER-HoxA9 myeloid progenitors, lysozyme-GFP differentiation, flow cytometry;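 active means normalized GFP-positive differentiation at or above the plate's own cutoff, the solvent-only control mean plus 3 SD; inconclusive means no clear call, values can overlap the other calls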;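 further: cells exposed to compound for four days before flow analysis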
# WT yeast gro inh: growth inhibition of WT yeast, mitochondrial fusion screen; inhibition, % at 10 µM; mitochondrial fusion phenotypic screen, WT strain; 190,000 tested, 2.1% active; in the data active means inhibition above about 58%; tested in S. cerevisiae
# Rac1 GTP hydrolysis: MgcRacGAP GTPase-activating activity inhibitors, confirmation, biochemical, ADP Hunter fluorescence; inhibition, % at 30 µM; hits with a dose series show IC50 in µM; MgcRacGAP-stimulated Rac1 GTP hydrolysis, ADP Hunter fluorescence; higher % means a stronger effect; GST-tagged Rac1 F28L mutant substrate; 340,000 tested, 0.6% active; AID 624330;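 active means first-screen hits whose inhibition reached a set limit at any dose in the follow-up dose series; inconclusive means inhibition above the set first-screen limit but never retested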;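 further: fluorescence reports GDP produced by GAP-driven GTP hydrolysis; strong numbers were not always called active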
# WT yeast gro inh mutant strain: recorded beside WT yeast gro inh, whose call it bears; inhibition, %; mitochondrial fusion phenotypic screen, mutant strain inhibition
# bCat nuc transl cell count 5 µM: second read-out of bCat nuc transl, no call of its own (marks repeat the call); cell count; measured here: cell count, cytotoxicity flag
# T cell modulator vesicle-bound %: second read-out of T cell modulator, no call of its own (marks repeat the call); double positive events, %; measured here: CD8+ vesicle-bound cell fraction;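 binding gate set so that unloaded-vesicle control wells show 10% double positive cells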
# Myeloid diff MLP GFP+ MAC1+ %: second read-out of Myeloid diff MLP, no call of its own (marks repeat the call); GFP+ MAC1+ double positive, %; measured here: differentiation confirmed by MAC1 staining
# * = called active by the depositor; i = inactive; u = inconclusive; x = not tested or not shown; + = active, no number; & = joins results of further samples.
SMILES,RSV CPE inhibition,SV40 large T antigen,PhoP inhibition,T cell modulator,T cell modulator vesicle-bound %,bCat nuc transl,bCat nuc transl cell count 5 µM,West Nile virus CPE,Myeloid diff MLP,Myeloid diff MLP GFP+ MAC1+ %,WT yeast gro inh,WT yeast gro inh mutant strain,Rac1 GTP hydrolysis
CC(C)[C@H](NC(=O)c1ccco1)C(=O)OCC(=O)NC12CC3CC(CC(C3)C1)C2,-1.1%,3%,7%,i,34,1.1,1127,-1.1%,i,0.4,-15,-14,-3%
COc1ccc(C(=O)Nc2ccnn2C2CCN(C(=O)c3cccnc3)CC2)cc1,1.0%,7%,-2%,i,8,x,x,-0.3%,i,3.4,x,x,9%
CCCc1nnc(NC(=O)c2ccc([N+](=O)[O-])cc2)s1,1.2%,-13%,15%,i,12,-2.5,1149,0.8%,i,0.9,14,9,6%
CCOC(=O)c1oc2ccccc2c1NC(=O)CCl,3.2%,13%,0%,i,43,-0.1,1212,-0.3%,i,0.6,x,x,9%
COc1cc(C(=O)Nc2ccc3c(c2)OCCO3)ccc1OC(F)F,3.1%,4%,9%,i,17,-1.3,660,1.1%,i,9.4,-2,-13,-7%
O=C(COc1ccccc1)N1CCN=C1SCc1ccc(F)cc1,0.8%,15%,-8%,i,20,-0.2,1270,0.1%,i,0.1,x,x,11%
O=C(Nc1nnc(-c2ccncc2)o1)c1ccccc1,-0.4%,7%,-3%,i,31,2.5,1125,1.3%,i,0.5,-13,-3,4%
CC(C)(C)c1ccc(C2(C)NC(=O)N(CC(=O)c3ccc[nH]3)C2=O)cc1 (stereo unspecified),4.6%,0%,6%,i,30,0.8,1384,-0.1%,i,14,7,3,-4%
CN(C)C(=O)CSc1cnc2ccccc2n1,0.6%,6%,2%,i,31,-3.8,1078,x,i,0.2,7,-3,-1%
C=C(C)c1nc(N)nc(N)n1,-0.4%,0%,-9%,i,29,-3.6,996,-0.2%,i,0.5,-2,1,7%
COCCN(C(=S)Nc1c(C)cccc1C)C(C)c1cccs1 (stereo unspecified),2.0%,8%,2%,i,44,-1.2,1111,-0.4%,i,0.2,38,9,4%
CC(=O)c1cc2c(cc1NS(=O)(=O)c1ccccc1)OCO2,0.1%,1%,2%,i,19,x,x,0.3%,i,2.4,-7,-5,6%
Cc1ccc2nc(N(CCCN(C)C)C(=O)c3ccco3)sc2c1,-0.6%,9%,-5%,i,28,-1.2,1140,0.9%,i,0.4,1,17,11%
COc1cc(OC)cc(C(=O)NC(=S)Nc2cc3oc4ccccc4c3cc2OC)c1,4.5%,7%,-8%,i,64,-1.4,1016,0.0%,i,0.3,16,18,16%
O=C(Nc1ncccn1)c1cccs1,0.2%,13%,-7%,i,42,-5.2,1000,0.3%,i,0.9,71*,29*,8%
C=C(C)CNC(=S)N/N=C/c1ccc([N+](=O)[O-])cc1,1.9%,-2%,-1%,i,33,0.9,1141,0.5%,i,0.1,24,22,-4%
COC(=O)[C@@H](Cc1c[nH]c2ccccc12)NC(=O)CNC(=O)c1ccccc1OC,0.4%,4%,2%,i,10,x,x,-0.5%,i,0.8,x,x,4%
O=C(NCCn1ccc2ccccc21)c1ccc2c(c1)OCO2,-0.1%,6%,10%,i,24,-0.9,1057,-0.1%,i,2.9,10,6,3%
CCC1CCCCN1CCCNC(=O)c1ccc2c(c1)NC(=O)CN2C (stereo unspecified),-0.2%,7%,3%,i,24,x,x,0.3%,i,1.4,x,x,-1%
CCC(C)NC(=O)Cn1c(-c2ccccc2)cc(C(C)=O)c1C (stereo unspecified),0.5%,8%,0%,i,40,x,x,0.1%,i,0.5,-7,20,10%
OCC1(CCOc2ccccc2)CCN(Cc2ccc3c(c2)OCCO3)CC1,-2.5%,0%,x,i,22,3.4,987,-0.6%,i,0.4,11,19,4%
CC1CCN(C(=O)COC(=O)COc2ccccc2C#N)CC1,0.7%,x,x,i,59,x,x,x,i,0.5,x,x,1%
CCCCCCCNC(=O)C1(CC2CC(c3ccccc3)=NO2)CCN(C(=O)c2ccccc2)CC1 (stereo unspecified),5.0%,9%,-4%,i,12,x,x,x,i,1.8,x,x,7%
CCn1c(=S)[nH]c2cc(Cl)ccc21,-1.3%,-4%,-10%,i,57,3.0,920,0.5%,i,0.4,x,x,11%
COc1cc(/C=N/Nc2ccc(Cl)c(C(=O)O)c2)ccc1OCC(=O)N1C(C)CCCC1C (stereo unspecified),1.2%,8%,-3%,i,20,-4.8,1105,0.3%,i,1.1,-3,10,9%

# Given tab-delimited: entries from further up.
structure	RSV CPE inhibition	SV40 large T antigen	PhoP inhibition	T cell modulator	T cell modulator vesicle-bound %	bCat nuc transl	bCat nuc transl cell count 5 µM	West Nile virus CPE	Myeloid diff MLP	Myeloid diff MLP GFP+ MAC1+ %	WT yeast gro inh	WT yeast gro inh mutant strain	Rac1 GTP hydrolysis
CCCCCCCNC(=O)C1(CC2CC(c3ccccc3)=NO2)CCN(C(=O)c2ccccc2)CC1 (stereo unspecified)	5.0%	9%	-4%	i	12	x	x	x	i	1.8	x	x	7%
CCn1c(=S)[nH]c2cc(Cl)ccc21	-1.3%	-4%	-10%	i	57	3.0	920	0.5%	i	0.4	x	x	11%

# 3 compounds drawn at random from those above:
SMILES,RSV CPE inhibition,SV40 large T antigen,PhoP inhibition,T cell modulator,T cell modulator vesicle-bound %,bCat nuc transl,bCat nuc transl cell count 5 µM,West Nile virus CPE,Myeloid diff MLP,Myeloid diff MLP GFP+ MAC1+ %,WT yeast gro inh,WT yeast gro inh mutant strain,Rac1 GTP hydrolysis
CC1CCN(C(=O)COC(=O)COc2ccccc2C#N)CC1,0.7%,x,x,i,59,x,x,x,i,0.5,x,x,1%
OCC1(CCOc2ccccc2)CCN(Cc2ccc3c(c2)OCCO3)CC1,-2.5%,0%,x,i,22,3.4,987,-0.6%,i,0.4,11,19,4%
CCC1CCCCN1CCCNC(=O)c1ccc2c(c1)NC(=O)CN2C (stereo unspecified),-0.2%,7%,3%,i,24,x,x,0.3%,i,1.4,x,x,-1%

# Further structures follow.
SMILES,RSV CPE inhibition,SV40 large T antigen,PhoP inhibition,T cell modulator,T cell modulator vesicle-bound %,bCat nuc transl,bCat nuc transl cell count 5 µM,West Nile virus CPE,Myeloid diff MLP,Myeloid diff MLP GFP+ MAC1+ %,WT yeast gro inh,WT yeast gro inh mutant strain,Rac1 GTP hydrolysis
COC(=O)c1ccc(COC(=O)CCS(=O)(=O)c2ccc(C)cc2)cc1,-0.7%,4%,-3%,i,54,-1.4,1041,1.3%,i,0.6,2,5,9%
CC(=O)N(c1cccc(C(F)(F)F)c1)c1nc(/C=C/C(=O)O)cs1,0.8%,0%,x,i,29,-1.2,1353,0.1%,i,0.6,x,x,12%
CCCCn1nc(C(=O)Nc2ccc(-n3cnnn3)cc2)c2ccccc2c1=O,1.1%,x,x,i,50,x,x,x,i,0.0,x,x,3%
O=C(Nc1ccc2nc3n(c(=O)c2c1)CCCC3)c1cc([N+](=O)[O-])ccc1F,-2.4%,5%,-6%,i,43,x,x,13%,u,x,-7,-31,7%
CCC1=NC(c2ccc(Br)cc2)N(O)C1(C)C (stereo unspecified),0.5%,10%,-8%,i,65,-0.5,1020,0.0%,i,0.2,-6,14,-1%
Cn1c2ccc(F)cc2c2ncn(Cc3ccccn3)c(=O)c21,5.0%,3%,-4%,i,26,0.3,1056,0.0%,i,0.3,x,x,-3%
O=C(COC(=O)c1sc2ccccc2c1Cl)NC1CCCCC1,3.4%,5%,-1%,i,50,-3.9,488,0.1%,i,0.5,-9,-6,-8%
CC(=O)c1cc(CN2CCN(Cc3ccc(C)cc3)C(CCO)C2)cs1 (stereo unspecified),-0.6%,20%,4%,i,55,-0.5,1161,-1.1%,i,0.3,2,-14,11%
CCOC(=O)N1CCC(N2C(=O)c3ccccc3C2Nc2cc(Cl)c(OC)cc2OC)CC1 (stereo unspecified),1.6%,27%&14%,6%,i,22,0.6,1082,0.3%,i,5.3,-3,1,8%
CCOC(=O)c1cnc2ccc(OCC)cc2c1NCCCN1CCOCC1,-0.2%,10%,5%,i,58,x,x,-0.1%,i,0.8,x,x,-2%
COC(=O)C1=C(C)NC2=C(C1c1ccc(O)cc1)S(=O)(=O)c1ccccc12 (stereo unspecified),-0.6%,0%,3%,i,48,-4.6,1274,0.2%,i,1.1,23,25,-5%
CCN(C(=O)CSc1nnc(-c2c[nH]c3ccccc23)o1)C1CCS(=O)(=O)C1 (stereo unspecified),3.0%,7%,6%,i,55,1.0,571,0.2%,i,1.1,5,20,-5%
Cc1ccccc1CN(C)CC(=O)Nc1ccccc1Oc1ccccc1,12%,8%,-19%,i,38,-0.2,1017,-1.0%,i,0.5,49,5,29%
CC(C)c1ccc(NCCC(=O)c2cccs2)cc1,1.4%,6%,9%,i,32,-1.9,502,1.9%,i,0.5,8,-8,10%
O=C(Cc1ccccc1F)Nc1ccccc1N1CCCC1,1.6%,24%,-2%,i,7,x,x,-0.7%,i,0.4,x,x,5%
CCOc1ccccc1C1CC(c2cccs2)=NN1S(C)(=O)=O (stereo unspecified),2.9%,13%,-7%,i,45,2.4,1514,-1.1%,+,0.9*,-20,-11,x
O=C(CCCN1C(=O)/C(=C\c2ccccc2)SC1=S)Nc1cccc(C(=O)O)c1,3.1%,9%,2%,i,39,x,x,1.3%,i,0.0,x,x,4%

# Compounds as they come; about 3.6% have a hit in one of these screens.
